Assay outcomes: PubChem BioAssay, several laboratories
NadD block: blocks S. aureus nicotinate mononucleotide adenylyltransferase; 0.78% of 360,000 active; inhibition, % at 20 µM; AID 602399; purified NadD enzyme, colorimetric absorbance read-out; in the data active = inhibition above about 26%; also: some compounds past the cut are filed as inactive
CSN deneddyl inh: inhibitors of human CSN-mediated cullin deneddylation; Purified CSN, SCF-Nedd8-OG deneddylation, fluorescence polarization; 0.38% of 360,000 active; AID 651999; Q92905; inhibition, % at 12.5 µM;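 active = pattern-corrected inhibition above about 35%, with an unprinted fluorescence ratio check between 0.5 and 1.5, limit read from the data, passing the limit was not always enough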;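 also: 0% = enzyme with substrate and 100% = substrate without enzyme; some results filed as inactive read as strong as hits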
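test system = HEK293T-derived human Csn5 enzyme | amount = 0.24 nM Csn5 enzyme, final concentration | medium = Tris/NaCl/DTT buffer, pH 7.5 | schedule = 90 min reaction at room temperature | signal = FP | evaluation = inhibition of Csn5 cleavage, % | compound dosing = single dose of 12.5 µM compound with 0.25% DMSO | probe or stimulus = 10 nM SCFSkp2-Nedd8OG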
FAS-TE inh: inhibitors of human fatty acid synthase thioesterase domain; inhibition, % at 15 µM; recombinant FAS-TE, OMFH fluorogenic substrate, fluorescence endpoint; 0.67% of 360,000 active; P49327;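 active = compounds whose normalised, plate-corrected inhibition of enzyme fluorescence in the single-dose primary screen is 50% or more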;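 also: 0% = DMSO with enzyme and 100% = substrate without enzyme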
Neddyl block: cullin neddylation inhibition; P61081+Q13564; 0.58% of 360,000 active; TR-FRET cullin neddylation, biochemical; calls only at 25 µM; in the data active = inhibition above about 36%
SKN-1 block: inhibitors of C. elegans SKN-1 | C. elegans VP596 Pgst-4::GFP/RFP ratio, acrylamide-induced, 24 h | inhibition, % at 21.8 µM | 0.49% of 360,000 active | AID 624304;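 active = interference check ratio from 0.5 to 1.5 plus GFP to RFP signal ratio inhibition reaching or exceeding a fixed threshold, cut at about 30% in these data, passing the limit was not always enough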; also: some compounds called inactive have numbers as strong as hits
Rin1 Abl inh: human Rin1-Abl interaction inhibition | TR-FRET Rin1/Abl binding, biochemical | 0.4% of 360,000 active | P00519+Q13671 | inhibition, % at 7.35 µM | AID 588664; in the data active = inhibition above about 5%, passing the limit was not always enough
MT1-MMP act inh: inhibitors of human MT1-MMP activation | AID 651647 | 0.061% of 360,000 active | HT1080 RFP-PRO-GFP cells, GFP/RFP ratio fluorescence, overnight; percent of plate control window, DMSO zero | P50281 | GFP/RFP ratio change, % at 20 µM;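 active = GFP/RFP ratio change of at least 30% with cell ATP level not reduced by more than half and red fluorescence within 50% of control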; also: strong numbers were not always called active
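Assay system: HT1080 cells carrying an RFP-PRO-GFP reporter | Dosing: Single dose of 20 µM compound, 1% DMSO final | Incubation: Cells overnight before dosing, compound overnight, 37 °C, 5% CO2 | Evaluation: GFP/RFP fluorescence ratio | Control set: DMSO and RFP-L50D-GFP cell wells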
PABP1 MLLE inh: inhibitors of microRNA-mediated deadenylation, human PABP1 MLLE binding; 0.36% of 360,000 active; GST-MLLE / FITC-PAM2 fluorescence polarization; AID 588489; inhibition, % at 20 µM; in the data active = inhibition above about 35%, passing the limit was not always enough;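 also: plate controls were DMSO wells with GST-MLLE for no effect and wells lacking GST-MLLE protein for full effect; some results filed as inactive read as strong as hits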
Rpn11 inh: inhibitors of human proteasome Rpn11. O00487. calls only at 20 µM. 0.59% of 360,000 active. AID 588493. human 26S proteasome, Ub4-pepOG fluorescence polarization; 20S core pre-blocked with epoxomicin;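 active = inhibition at 20 µM, scaled to each plate's controls, above about 33%, limit read from the data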
* = called active by the depositor; i = inactive. Random draw from the library; overall some 3.9% were active at least once.

SMILES | NadD block | CSN deneddyl inh | FAS-TE inh | Neddyl block | SKN-1 block | Rin1 Abl inh | MT1-MMP act inh | PABP1 MLLE inh | Rpn11 inh
O=C(c1cc(S(=O)(=O)N2CCOCC2)ccc1F)N(Cc1nnc(-c2ccccc2Cl)o1)C1CC1 | -4 | -2 | 0 | i | -11 | -2 | 0 | -15 | i
Cc1nc(CN2CCCCC2)c(O)c(=O)[nH]1 | -1 | -1 | -4 | i | -20 | 4 | -2 | -10 | i
COCCC1CCCCN1C(=O)c1ccc(OC)c(OC2CCN(C(C)=O)CC2)c1 (centres undefined) | -1 | 0 | -6 | i | -3 | -1 | 2 | 10 | i
O=C(NCc1cccnc1)c1ccc(CS(=O)(=O)c2ccc(Cl)cc2)o1 | -6 | -2 | -6 | i | 2 | 2 | 2 | 6 | i
COc1ccccc1CNC(=O)CNC(=O)c1cn(-c2ccccc2OC)c(=O)c2ccccc12 | -5 | -13 | -4 | i | 1 | 0 | 0 | -1 | i
CCCCC(C(=O)NC1CCCC1)N(C(=O)c1snc(C(N)=O)c1N)c1ccc(C)cc1 (centres undefined) | -1 | 6 | 14 | i | -1 | 2 | -1 | 5 | i
O=C(N/C(=C\c1ccc2c(c1)OCO2)C(=O)N1CCOCC1)c1ccccc1Br | -21 | 10 | -4 | i | 14 | 0 | 3 | 0 | i
CCN(C(=O)COC(=O)/C=C/c1nc2ccccc2s1)c1c(N)n(Cc2ccccc2)c(=O)[nH]c1=O | -1 | -1 | -8 | i | 9 | -2 | -5 | -18 | i
O=C(NCc1ccc(/C=N\NC(=O)C(=O)Nc2ccccc2Br)o1)C(=O)Nc1ccccc1 | 36* | 2 | 10 | i | 10 | 0 | -2 | -6 | i
COc1cccc(C2C(C(=O)OC(C)C)=C(C)N=c3s/c(=C\c4ccc(C(=O)O)cc4)c(=O)n32)c1 (centres undefined) | 7 | 5 | 3 | i | 17 | 2 | -3 | -62 | i
O=C(CN1C(=O)c2ccccc2C1=O)NCCOc1ccccc1 | -6 | 3 | -3 | i | -2 | -1 | 0 | 1 | i
CCc1cccc(NC(=O)CN(C)S(=O)(=O)c2cnc[nH]2)c1 | -6 | -1 | -9 | i | -17 | 5 | -1 | 7 | i
CC(C)c1nc2n[nH]c(N)c2c2c1CSC(C)(C)C2 | -7 | 1 | -2 | i | 9 | 1 | -3 | -4 | i
COc1ccc(NS(=O)(=O)c2cccc(C(=O)OCC(=O)NC3CC3)c2)cc1 | -2 | 1 | -3 | i | 5 | -1 | -1 | -8 | i
Cc1cc2nc(C3CCCN(C(=S)Nc4ccccc4)C3)[nH]c2cc1C (centres undefined) | 5 | -2 | -7 | i | 2 | -1 | 3 | -101 | i
O=C(CSc1ccc(Cl)cc1)Nc1nnc(-c2ccco2)o1 | 2 | 2 | -6 | i | 11 | -2 | 0 | -7 | i
CC(=O)c1ccc(S(=O)(=O)Nc2ccc(-n3cnnn3)cc2)cc1 | 1 | -1 | -3 | i | -10 | -1 | -3 | 5 | i
O=C(NCc1ccc(F)cc1)c1ccc(S(=O)(=O)Nc2cccc(C(F)(F)F)c2)cc1 | -8 | -14 | 23 | i | 8 | -2 | 9 | 4 | i
O=C(NC1CCCC1)C(c1ccccn1)N(C(=O)c1csnn1)c1ccc(F)cc1 (centres undefined) | -3 | 1 | -8 | i | 3 | 1 | 0 | -14 | i
O=C(CSc1n[nH]c(-c2ccncc2)n1)c1cccc([N+](=O)[O-])c1 | -6 | -7 | 1 | i | -3 | -3 | 4 | 30 | i
Cc1c(NC(=O)c2ccc(Cl)c(S(=O)(=O)N3CCOCC3)c2)c(=O)n(-c2ccccc2)n1C | 0 | -6 | -5 | i | 21 | -2 | 3 | -11 | i
CCOCCCNC(=O)C(c1ccccc1)N(Cc1ccc2c(c1)OCO2)C(=O)CNC(C)=O (centres undefined) | 9 | 5 | -12 | i | -10 | -4 | 1 | -2 | i
COc1cc(C2NC(=O)NC3=C2C(=O)OC3)cc(OC)c1OC (centres undefined) | -2 | 3 | -1 | i | -1 | 3 | 4 | 4 | i
CC(C)Oc1ccc(C(CC(=O)O)NC(=O)C2CCCCC2)cc1 (centres undefined) | 0 | -4 | -1 | i | 5 | 0 | 5 | 6 | i
CC1Cc2ccccc2N1C(=O)COC(=O)C1=COCCO1 (centres undefined) | -1 | -3 | -11 | i | -2 | 2 | 0 | 4 | i
Remaining list, next part:
SMILES | NadD block | CSN deneddyl inh | FAS-TE inh | Neddyl block | SKN-1 block | Rin1 Abl inh | MT1-MMP act inh | PABP1 MLLE inh | Rpn11 inh
COc1ccc(CNC(=O)COC(=O)c2cccc(S(=O)(=O)N3CCOCC3)c2)cc1 | -3 | -4 | -4 | i | -2 | -1 | -1 | -2 | i
CNC(=O)N(O)C1N(/N=C/c2cccnc2)C(=S)SC1(C)C (centres undefined) | -9 | 1 | -1 | i | 9 | 1 | -2 | 10 | i
CC1(C)CC(=O)C=C(c2cn[nH]n2)C1 | -2 | 7 | -7 | i | -6 | -1 | 2 | -4 | i
CN(C)CCCN(C(=O)c1ccco1)c1nc2ccc(Cl)cc2s1 | -8 | 1 | -3 | i | -16 | -4 | -1 | -8 | i
Cn1cccc1/C=N\NC(=O)C1COc2ccc(C(C)(C)C)cc2O1 (centres undefined) | -2 | -1 | 30 | i | -2 | 0 | 1 | -4 | i
CC(=O)Nc1ccccc1OCC(=O)c1cc(C)n(Cc2cccs2)c1C | -6 | 3 | 6 | i | 0 | 5 | -1 | 9 | i
CCCCCn1cnc2c(=S)nc(N)[nH]c21 | -5 | 4 | -6 | i | -19 | 1 | 2 | 28 | i
CC(=O)N1/C(=C/c2ccc(N(C)C)cc2)C(=O)c2ccccc21 | -6 | 17 | -3 | i | 35* | -4 | 6 | -115 | i
Cc1cc(C)c(S(=O)(=O)Nc2cc(C)on2)c(C)c1 | -5 | 4 | -9 | i | 18 | 1 | -2 | 18 | i
O=C(Nc1ccccc1N1CCOCC1)c1cc(-c2ccco2)nc2ccccc12 | 18 | -2 | 14 | i | 12 | -2 | -16 | 8 | i
O=C(Nc1nnc(SCc2ccccc2)s1)C1=COCCO1 | 0 | -1 | -5 | i | -2 | 1 | 1 | -34 | i
O=C(N/C(=C\c1ccccc1)C(=O)N1CCN(CCO)CC1)c1ccccc1 | -7 | -2 | -9 | i | 10 | -2 | 1 | -4 | i
CC(=O)c1cccc(NC(=S)NC(=O)CC(C)(C)C)c1 | -7 | 2 | -4 | i | 14 | -1 | -9 | 27 | i
Nc1nc(Br)c2ccccc2c1-c1ccc(F)cc1 | -7 | -1 | 1 | i | -1 | -4 | -13 | 2 | i
CCC1Oc2ccccc2N(CC(=O)Nc2ccccc2OC)C1=O (centres undefined) | -8 | -3 | 4 | i | 3 | -3 | -6 | -8 | i
CCC(C)[C@H](NC(=O)Nc1ccc(C)cc1C)C(=O)O (some centres undefined) | 0 | 0 | -3 | i | 7 | -5 | 2 | -2 | i
COc1ccc(/C=N/Nc2cc(C)nc(-n3nc(C)cc3C)n2)cc1 | 5 | -6 | 5 | i | -1 | 1 | -2 | -6 | i
CCCCc1nnc(NC(=O)Cc2ccc(OC)c(S(=O)(=O)N3CCOCC3)c2)s1 | -1 | -5 | -8 | i | 12 | 4 | 2 | 1 | i
CC1=C(C(=O)N(C)C)CC(CC(=O)NCC2CCCCC2)C(=O)N1Cc1ccc(F)cc1 (centres undefined) | -5 | -4 | -2 | i | -2 | 4 | -3 | 7 | i
CC1(C)Cn2c(nnc2-c2ccccc2)S1 | -2 | -3 | -13 | i | -4 | 2 | 2 | -8 | i
CCCN1C2CCCC1CC(NC(=O)Nc1cccc(C(C)=O)c1)C2 (centres undefined) | -2 | 1 | -8 | i | -3 | 3 | -2 | 4 | i
CCN1C(=O)C(CC(=O)Nc2ccc(OC)cc2)N(CCCN2CCN(c3ccc(F)cc3)CC2)C1=S (centres undefined) | 0 | 6 | 14 | i | 12 | -2 | 5 | -10 | i
CN(c1ccccc1)c1nc(N)c(C#N)c(CC#N)c1C#N | -4 | 4 | -7 | i | 5 | 3 | 0 | -14 | i
COCC(=O)Nc1sc2c(c1C(=O)OC)CCC(C)C2 (centres undefined) | -7 | -1 | 16 | i | 15 | 1 | 5 | 0 | i
Cc1ccc(NC(=O)CCC(=O)NN=Cc2ccc(C)o2)c(C)c1 | -2 | 1 | -8 | i | -4 | -1 | 5 | 7 | i
(more compounds)
SMILES | NadD block | CSN deneddyl inh | FAS-TE inh | Neddyl block | SKN-1 block | Rin1 Abl inh | MT1-MMP act inh | PABP1 MLLE inh | Rpn11 inh
CCCCNC(=O)c1cccc(NC(=O)C(=O)c2ccccc2NC(C)=O)c1 | -3 | -5 | -8 | i | 5 | 2 | 3 | -8 | i
COc1cccc(C(=O)/C=C/c2ccc(N3CCCCC3)c([N+](=O)[O-])c2)c1 | 3 | -6 | 20 | i | -2 | 0 | -2 | -135 | i
COc1cc(C(=O)NCC(c2ccco2)N2CCOCC2)cc(OC)c1OC (centres undefined) | -4 | -2 | -5 | i | -1 | 2 | 8 | 9 | i
CN(C)N1C(N)=C(C#N)C(c2ccc(Br)cc2)C2=C1CC(C)(C)CC2=O (centres undefined) | 3 | -3 | -3 | i | -12 | 3 | 4 | -7 | i
CC(C(=O)OCn1nnc2ccccc2c1=O)N1C(=O)c2ccccc2C1=O (centres undefined) | 0 | 3 | -2 | i | -11 | 1 | 0 | -11 | i
Cc1cc(OCC(=O)OCC(=O)Nc2cc(S(=O)(=O)N3CCOCC3)ccc2Cl)ccc1Cl | -8 | 2 | -4 | i | -10 | 0 | 1 | -13 | i
O=C(Cn1nc2ccccc2n1)N/N=C/c1ccc(F)cc1 | -1 | 1 | -1 | i | 9 | -2 | 6 | 0 | i
O=C(C1=NOC(CNc2ncc(C(F)(F)F)cc2Cl)C1)N1CCOCC1 (centres undefined) | -6 | 1 | -5 | i | -21 | 5 | 0 | -6 | i
CCCCOC(=O)NCN1C(=O)C2C3C=CC(C3)C2C1=O (centres undefined) | -4 | -1 | -2 | i | 3 | 0 | 1 | 15 | i
Cc1cc(C)c2c(=O)[nH]c(SCC(=O)N(C)C)nc2n1 | 6 | -4 | -9 | i | 13 | -1 | 4 | 5 | i
O=C(O)C1C(c2ccccc2)=C1c1ccc(Br)cc1 (centres undefined) | -2 | -3 | -9 | i | -14 | 1 | 4 | -2 | i

Record cards (already shown):
Record of Cc1c(NC(=O)c2ccc(Cl)c(S(=O)(=O)N3CCOCC3)c2)c(=O)n(-c2ccccc2)n1C : NadD block: 0; CSN deneddyl inh: -6; FAS-TE inh: -5; Neddyl block: i; SKN-1 block: 21; Rin1 Abl inh: -2; MT1-MMP act inh: 3; PABP1 MLLE inh: -11; Rpn11 inh: i
Record of CCCCOC(=O)NCN1C(=O)C2C3C=CC(C3)C2C1=O (centres undefined) : NadD block: -4; CSN deneddyl inh: -1; FAS-TE inh: -2; Neddyl block: i; SKN-1 block: 3; Rin1 Abl inh: 0; MT1-MMP act inh: 1; PABP1 MLLE inh: 15; Rpn11 inh: i
Record of O=C(Cn1nc2ccccc2n1)N/N=C/c1ccc(F)cc1 : NadD block: -1; CSN deneddyl inh: 1; FAS-TE inh: -1; Neddyl block: i; SKN-1 block: 9; Rin1 Abl inh: -2; MT1-MMP act inh: 6; PABP1 MLLE inh: 0; Rpn11 inh: i
